High-throughput results deposited in PubChem BioAssay by National Center for Advancing Translational Sciences (NCATS).
ERK EGF block = qHTS Assay for Inhibitors of the ERK Signaling Pathway using a Homogeneous Screening Assay; Stimulation with EGF; HEK293-V1b, EGF-stimulated phospho-ERK AlphaScreen; Potency, µM (top dose mostly 11.5 µM), for inactives: top-dose activity change, negative = inhibition, actives largely listed as inhibitors; 0.41% of 130,000 active; AID 1454, 2008; active means well fitted inhibition curve with a large enough effect; inconclusive means small, poorly fitted or top-dose-only effect, or effect the other way;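 further: plate controls were stimulated vehicle wells for no effect and unstimulated vehicle basal for full effect; nearly all actives have a fitted effect of over 55% in size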
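In this qHTS, HEK293 cells with stable type-1 vasopressin (V1b) receptor were exposed to compound at 37C for 30 min, stimulated 5 min with EGF at 25 nM, lysed, and probed for phospho-ERK by AlphaScreen.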
The depositor's hits bear a star; ? = inconclusive; & = joins results of further samples; [ ] = dose if it differs, or a comment. Potency means the concentration at half of the fitted maximal effect. Some of the compounds tested (hit frequency here may not be typical).

SMILES	ERK EGF block
Cc1ccc(NC(=O)CC2=NC(=O)C(CC(=O)Nc3ccccc3C)S2)cc1 (configuration not stated)	1%
O=C(Nc1ccccn1)C1(c2cccs2)CCOCC1	7%
Cc1ccc(C(=O)Nc2ccc(F)cc2)o1	6%
COc1cc(/C=C/C(=O)OCC(=O)c2c(N)n(C)c(=O)n(C)c2=O)ccc1OCC#N	-3%
CCOc1ccc(NC(=O)CSc2nnc(C(C)C)n2CC)cc1	-3%
CCCn1c(-c2ccc(F)cc2)nc2c(NCCN(C(C)C)C(C)C)nc(C)nc21	9%
Cc1cn2c(nc(=O)c3cccnc32)s1	-1%
Cc1nn(C(=O)c2nn(C)cc2[N+](=O)[O-])c(C)c1Br	-3%
O=C(O)c1cc(=O)c2c(OCC(O)COc3cccc4oc(C(=O)O)cc(=O)c34)cccc2o1	4%
CCCC1(C)NC(=O)c2ccccc2O1 (configuration not stated)	-3%
CCN(CC)CCCNc1nc(-c2ccccc2)nc2ccccc12	1%
C/C=C(/C)C(=O)Nc1cccc(C2=NOC3(C2)C[C@@H](C(N)=O)N(C(=O)/C=C/CC)C3)c1 (some centres not stated)	-14%[57.5 µM]
Cc1cccc(CCNC(=O)CCS(=O)(=O)c2ccc(Br)cc2)c1	20%
COC(=O)C1C(O)=CC(=O)CC1C (configuration not stated)	-3%
O=C(/C=C/c1cccc([N+](=O)[O-])c1)NC(=S)Nc1cccc(NC(=O)c2ccccc2Cl)c1	-12%
Fc1ccc(NC(=S)N2CCCC(c3ccccc3)=N2)cc1	-3%[57.5 µM]
CN(C)CCCOc1nc2c(c(=O)n(C)c(=O)n2C)n1C	-15%
O=C(Nc1ccccc1N1CCOCC1)c1ccc(Cl)c(S(=O)(=O)NCc2ccco2)c1	2%
Cc1ccc(S(=O)(=O)NCc2csc(-c3cccs3)n2)cc1	-1%[57.5 µM]
CCCC(=O)Nc1ccc(C(=O)N/N=C/c2ccc[nH]2)cc1	7%
CC(C)C[C@H](NC(=O)c1nc[nH]c1C(=O)NCCCCCNC(=O)OC(C)(C)C)C(=O)OC(C)(C)C	-1%[57.5 µM]
CCN(CC)c1ccc(CNc2nc3ccccc3n2CCN2CCOCC2)cc1	-75%
OCC1(Cc2ccccc2C(F)(F)F)CCN(Cc2cccc3cnccc23)CC1	-9%
Cc1c(NC(=O)C(C)OC(=O)/C=C/c2ccc3c(c2)OCO3)c(=O)n(-c2ccccc2)n1C (configuration not stated)	4%
COc1cc(/C=C/C(=O)OCC(=O)N2CCCCCC2)ccc1OCC#N	-5%
CCOc1ccccc1NC(=O)c1cc(C(=O)c2cc(Br)ccc2O)coc1=N	?
Nc1nnc(CC(=O)N/N=C/c2ccc(-c3ccc(F)cc3)o2)s1	-1%[57.5 µM]
CCOC(=O)c1cnc2c(C)c(Cl)ccc2c1Nc1ccc(S(=O)(=O)Nc2ncccn2)cc1	?
CNC(=O)c1[nH]cnc1C(=O)N[C@@H](C)C(=O)OC(C)(C)C	-6%[57.5 µM]
Cc1ccn(C(=O)c2ccc(NC(=O)C3CC3)cc2)n1	0%
c1ccc(Nc2nnc(-c3cccc4ccccc34)o2)cc1	3%[57.5 µM]
O=C(NCCC(=O)N1CCOCCOCCOCCOCC1)OCc1ccccc1	0%[57.5 µM]
COc1ccc(NC(=O)CC2C(=O)N(c3ccc(OC)cc3)C(=O)N2CCc2cccs2)cc1 (configuration not stated)	-13%
COc1ccc(CCN2CN(S(=O)(=O)c3ccccc3)c3nc4ccccc4nc32)cc1OC	-1%
Cc1cc(N2C(=O)C3C4CCC(C4)C3C2=O)no1 (configuration not stated)	3%
COC(=O)COc1cccc2c(=O)n(CC(=O)NCc3ccccc3)ccc12	13%[57.5 µM]
Cc1cccc(NC(=S)NC2CCCC2)n1	?
CCS(=O)(=O)N1Cc2ccccc2CC1C(=O)Nc1nnc(SCc2ccc(C#N)cc2)s1 (configuration not stated)	6%
Cc1ccccc1Nc1c(-c2ccc(N3CCOCC3)cc2)nc2cnccn12	0%[57.5 µM]
CC(C)OC(=O)c1ccccc1C(=O)c1ccc(N)c([N+](=O)[O-])c1	2%
COc1ccc(C(C)=O)cc1COC(=O)c1ccc2ccccc2n1	-26%
CCC(C)NC(=O)Nc1ccc(Br)cc1 (configuration not stated)	-1%
CN1CC=C2C(C#N)=C(N)C(C#N)(C#N)[C@H](c3cccs3)[C@H]2C1	4%
Cc1c(C(=O)NCCCN2CCOCC2)sc2nc(-c3ccccc3)cn12	6%
S=c1[nH]nc(-c2cccnc2)n1/N=C/c1ccc(Br)s1	-3%

By substructure: the compounds so far with an aryl methoxy group.
SMILES	ERK EGF block
COc1cc(/C=C/C(=O)OCC(=O)c2c(N)n(C)c(=O)n(C)c2=O)ccc1OCC#N	-3%
COc1cc(/C=C/C(=O)OCC(=O)N2CCCCCC2)ccc1OCC#N	-5%
COc1ccc(NC(=O)CC2C(=O)N(c3ccc(OC)cc3)C(=O)N2CCc2cccs2)cc1 (configuration not stated)	-13%
COc1ccc(CCN2CN(S(=O)(=O)c3ccccc3)c3nc4ccccc4nc32)cc1OC	-1%
COc1ccc(C(C)=O)cc1COC(=O)c1ccc2ccccc2n1	-26%

Remaining list, next part
SMILES	ERK EGF block
O=C(CCn1cnnn1)Nc1ccccc1	-6%[57.5 µM]
CN(C(=S)NC1CCCCC1)C1(c2ccccc2Cl)CCCCC1=O (configuration not stated)	-12%
CC1(C)NC(=O)N(CCCCOc2ccc(Cl)cc2C=O)C1=O	3%
Cc1ccc(/C=N/NC(=O)CSc2nc3ccccc3o2)cc1	-1%
C#CCNC(=O)C1=C[C@H](c2ccc3c(c2)OCO3)C[C@H](OCc2ccc(CO)cc2)O1	-10%[57.5 µM]
Fc1ccc(N=c2ssnc2Cl)c(F)c1	-13%
CCOC(=O)CC1CCCCN1Cc1cn[nH]c1-c1ccc(F)cc1F (configuration not stated)	7%
CC(N)(C(=O)O)c1ccc(C(=O)O)cc1 (configuration not stated)	-4%
CO/N=C/C(C#N)=C/c1cc(C(=O)c2ccccc2)cn1C	6%
Cc1ccsc1/C=N/NC(=O)CNC(=O)c1ccc(S(=O)(=O)N2CCOCC2)cc1	-4%
Cc1ccc(-n2nc3c(=O)n(CC(=O)c4ccc(F)cc4)nc(C)c3c2C)cc1	5%
CC(C)(C)c1ccc(C(=O)NNC(=S)NCC2CCCO2)cc1 (configuration not stated)	1%
COc1ccc(N2CCN(C(=O)C3CC(O)CN3S(=O)(=O)c3ccc([N+](=O)[O-])cc3)CC2)cc1 (configuration not stated)	8%
COc1ccc(/C(O)=C2/C(=O)C(=O)N(c3ncccn3)C2c2ccc(C(C)(C)C)cc2)cc1 (configuration not stated)	-3%
COc1ccc(NC(=O)c2nc[nH]c2C(=O)N[C@H](C)c2ccccc2)cc1	1%[57.5 µM]
Clc1ccc(-c2nnc(CSc3nnc(-c4cccs4)n3Cc3ccccc3)o2)cc1	-2%
Cc1ccc(C2(c3noc(CN(C)Cc4cccnc4)n3)CCCC2)cc1	34%
C[C@@H](Oc1ccc(Oc2cnc3ccc(Cl)cc3n2)cc1)C(=O)O	6%
O=C(COc1ccccc1-c1ccccc1)N/N=C/c1ccccn1	9%
O=S(=O)(N/N=C/c1ccc(N2CCOCC2)cc1)c1ccccc1	50%
CC(=O)OC1CC2C(C)(C)C(O)CC(O)[C@@]2(C)C2CC[C@@]3(C)C(=CC(=O)OC3c3ccoc3)[C@]12C (some centres not stated)	9%
COC(CNC(=O)CNC(=S)N(CCCN1CCOCC1)Cc1cccs1)OC	0%
CCOC(=O)/C(C#N)=C/c1cn(CCOc2ccccc2)c2ccccc12	2%
CCN(CCn1cccn1)C(=O)CC1C(=O)NCCN1Cc1cccc(OC)c1OC (configuration not stated)	-2%
Cc1ccccc1NC(=O)NC1(C(=O)NCCCN2CCOCC2)CCCCC1	-3%
CC(C)C(=O)N1CCN(c2ccc(NC(=O)c3ccc([N+](=O)[O-])o3)cc2)CC1	1%
O=c1c(-c2ccc(O)cc2)coc2cc(O)ccc12	-2%&-3%&13%&-7%
Cc1ccccc1-c1nc(SCc2cccnc2)c2c(=O)n(C)c(=O)n(C)c2n1	2%
Clc1ccc(-c2cn3c(n2)SCC3)cc1	-5%
COC(=O)/C=C\C(=O)Nc1cccc([N+](=O)[O-])c1	?
Cn1c(=O)c(-c2ccccc2)nc2ccccc21	-10%
O=C1CC(c2ccc(F)cc2)SC(N(c2ccccc2)c2ccccc2)=N1 (configuration not stated)	11%
CC(C)Oc1ccc(CCC(=O)NNC(=S)NCc2ccccc2)cc1	8%[57.5 µM]
Oc1c(C=C2N=c3ccccc3=N2)sc(=S)n1-c1ccc(F)cc1	-5%
COc1ccc(Cn2nnnc2CN2CCCCCC2)cc1	-4%
FC(F)(F)c1ccc(CN2C[C@@H]3C(c4ccccc4)C4(c5ccccc5)CC3(C4)[C@H]2c2ccccc2)cc1 (some centres not stated)	9%
O=C(O)CC1SC(=Nc2ccc(O)cc2)NC1=O (configuration not stated)	1%
O=C(COC(=O)c1ccccc1C(=O)c1ccccc1)Nc1cccc([N+](=O)[O-])c1	-1%
CCc1nnc(NC(=O)CSc2nnnn2C)s1	1%
COc1ccc(-n2c(SCC(=O)Nc3ccc([N+](=O)[O-])cc3OC)nc3ccccc32)cc1	-2%
O=C(NC1CCCCCC1)c1cc(=O)[nH]c2ccc(S(=O)(=O)N3CCOCC3)cc12	-1%
Cc1cccc(NC(=S)N2CCCN(c3ncccc3[N+](=O)[O-])CC2)c1	4%[57.5 µM]
COc1ccc(/C=N/NC(=O)c2ccc(Cl)c(S(N)(=O)=O)c2)cc1OCC(N)=O	-2%[57.5 µM]
NNC(=O)c1nnn(-c2nonc2N)c1CN1CCc2ccccc2C1	3%
CCCCNC(=O)C1CCCN1C(=O)Nc1ccccc1 (configuration not stated)	5%

Some of these compounds in order of their number in ERK EGF block, largest number first:
SMILES	ERK EGF block
NNC(=O)c1nnn(-c2nonc2N)c1CN1CCc2ccccc2C1	3%
CCc1nnc(NC(=O)CSc2nnnn2C)s1	1%
O=C(COC(=O)c1ccccc1C(=O)c1ccccc1)Nc1cccc([N+](=O)[O-])c1	-1%
COc1ccc(-n2c(SCC(=O)Nc3ccc([N+](=O)[O-])cc3OC)nc3ccccc32)cc1	-2%
Oc1c(C=C2N=c3ccccc3=N2)sc(=S)n1-c1ccc(F)cc1	-5%
Cn1c(=O)c(-c2ccccc2)nc2ccccc21	-10%

Further compounds:
SMILES	ERK EGF block
Cc1c(C(=O)N/N=C/c2ccc(-c3ccccc3[N+](=O)[O-])o2)sc(N)c1C#N	3%
Cc1cc(C)cc(NC(=S)N(Cc2cccc(Br)c2)CC2CCC(C(=O)O)CC2)c1 (configuration not stated)	-3%
CCOC(=O)c1c(NC(=O)Nc2ccc(F)cc2)sc2c1CCN(C)C2	-6%[57.5 µM]
O=C(CCN1C(=O)c2ccc([N+](=O)[O-])cc2C1=O)Nc1ccccc1C(=O)O	-12%[57.5 µM]
CN(C)C(=O)CSc1nnc(-c2cnccn2)n1C	2%
COC(=O)Nc1ccc(S(=O)(=O)N2CCCC(C(=O)NC3CCCCC3)C2)cc1 (configuration not stated)	20%
CCOC(=O)/C=C/c1nc(C(=O)OCC)c(C)c(=O)[nH]1	15%[57.5 µM]
O=C1c2ccccc2C(=O)N1/N=C/c1ccc(O)c(O)c1	9%
COC(=O)C1=C(C(=O)OC)C(c2ccc(OC)c(OC)c2)c2sc(=O)[nH]c2S1 (configuration not stated)	-9%
O=C1NC2(CCCCC2)C(=O)N1CCN1C(=O)c2ccccc2C1=O	2%
Cc1cc(C(=O)CSc2n[nH]c(N)n2)c(C)n1-c1ccc(F)cc1	6%
CCn1c(CCc2nc3ccccc3[nH]2)n[nH]c1=S	0%
O=C(O)Cc1csc(NC(=O)CSc2cccc(C(=O)O)n2)n1	-6%[57.5 µM]
CC(=O)Nc1ccc(NC2=C(Cl)C(=O)c3ccccc3C2=O)cc1	22%
COc1ccc(S(=O)(=O)N2CCc3ccccc32)cc1C(=O)NCCc1ccccn1	-1%
O=C(O)/C=C/c1ccc2ccccc2n1	5%
Cc1ccc(NC(=S)N(CCCN2CCOCC2)Cc2cccnc2)cc1C	6%
O=C(Nc1nc(-c2cccs2)cs1)C1=COCCO1	5%
N#Cc1ccsc1NC(=O)c1cccc([N+](=O)[O-])c1	-1%
Cc1ccc(C)c(NC(=O)COC(=O)c2ccc3c(c2)OCO3)c1	-4%
CCN1C(=O)c2cccc3c(S(=O)(=O)N(C(=O)c4ccncc4)c4ccc(OC)cc4)ccc1c23	8%
COc1ccc(-n2ncc3c(=O)n(CC(=O)N4c5ccccc5CC4C)cnc32)cc1 (configuration not stated)	2%
COC(=O)c1ccc(C(/C=C/[C@@H](C)C(=O)N[C@H](C)CO)NC(=O)OCc2ccccc2)cc1 (some centres not stated)	2%
Fc1ccc(-c2cc(-c3cccs3)cc(-c3ccccc3)n2)cc1	-8%[57.5 µM]
O=C(/C=C/c1ccc(Cl)c([N+](=O)[O-])c1)Nc1ccc(NC(=O)c2ccco2)cc1	0%
O=C(CCl)NCCCCCCCCCNC(=O)CCl	11%
Brc1ccc(OCc2nnc(SCC3CCCCC3)o2)cc1	0%
Cc1c(=O)n(OCc2ccc(Cl)cc2)c2ccccc2[n+]1[O-]	-14%
Cc1sccc1/C=N/NC(=O)c1cccc2ccccc12	4%
C(=C\c1ccc2ccccc2n1)/c1ccccc1	0%[57.5 µM]
S=c1nc(-c2ccccc2)[nH]c2ccc(Br)cc12	-12%[57.5 µM]
Cc1ccccc1N=C1NC(=O)/C(=C/c2cccn2C)S1	6%[57.5 µM]

Looked up above:
Entry for O=C(/C=C/c1ccc(Cl)c([N+](=O)[O-])c1)Nc1ccc(NC(=O)c2ccco2)cc1 under ERK EGF block: 0%
Entry for C(=C\c1ccc2ccccc2n1)/c1ccccc1 under ERK EGF block: 0%[57.5 µM]
